High-throughput results as filed in PubChem.
PNC inhibitor: High Content Assay for Compounds that inhibit the Assembly of the Perinucleolar Compartment | PC3M PTB-GFP, PNC prevalence imaging, 16 h; hits give low values | activity change (PNC), negative = inhibition, % at 10 µM | 140,000 compounds, 3.1% hits;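 active means readout at or below -70, meaning at least 70% loss of cells showing the perinucleolar compartment, a nuclear body marking cancer cells; inconclusive means readout between -30 and a set limit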;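 further: plate controls were DMSO wells for no effect and camptothecin positive control wells for full effect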
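Compounds are pinned in duplicate onto adhered PC3M cells stably expressing GFP-tagged PTB and incubated 16 h at 37 C. Cells are then fixed, nuclei stained with Hoechst, and PNC-positive cells counted.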
15-hLO-2 inh: qHTS Assay for Inhibitors of 15-hLO-2 (15-human lipoxygenase 2). 110,000 compounds, 0.56% hits. purified 15hLO-2, xylenol orange hydroperoxide absorbance. Potency, µM (top dose mostly 57.1 µM), for inactives: top-dose activity change, negative = inhibition, hits mostly inhibitors. Polyunsaturated fatty acid lipoxygenase ALOX15B (Homo sapiens), O15296; further: potency means the concentration at half of the fitted maximal effect; nearly all actives have a fitted effect of over 60% in size; many of its hits are not listed in these tables
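Screening format was qHTS against 50 nM purified 15hLO-2 in Hepes pH 7.5 with detergent. Activity follows hydroperoxide formation from 45 uM arachidonic acid, measured as 573:405 nm absorbance ratio of the ferric-xylenol orange complex.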
IMPase inh: qHTS Assay for Identifying the Cell-Membrane Permeable IMPase Inhibitors; Inositol monophosphatase 1 (Rattus norvegicus), P97697; CHO-M1 cells, IP1 accumulation, HTRF TR-FRET ratio; 120,000 tested, under 10 active; inhibition (IP1 accumulation), % at 46.1 µM; AID 901, 2007; active means well fitted curve in the direction sought with a large enough effect in the signal ratio, not every such curve was filed as active; inconclusive means small, poorly fitted or top-dose-only effect, or a change in a side signal; inactive means no such curve, though single readings can be large or run the other way; the % refers to the signal ratio;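 further: cells stimulated with carbachol in lithium chloride buffer; plate controls were DMSO basal wells for no effect and reference inhibitor wells for full effect; higher means more IMPase inhibition seen as more IP1 and lower FRET ratio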
Target sequence (P97697 whole entry, looked up): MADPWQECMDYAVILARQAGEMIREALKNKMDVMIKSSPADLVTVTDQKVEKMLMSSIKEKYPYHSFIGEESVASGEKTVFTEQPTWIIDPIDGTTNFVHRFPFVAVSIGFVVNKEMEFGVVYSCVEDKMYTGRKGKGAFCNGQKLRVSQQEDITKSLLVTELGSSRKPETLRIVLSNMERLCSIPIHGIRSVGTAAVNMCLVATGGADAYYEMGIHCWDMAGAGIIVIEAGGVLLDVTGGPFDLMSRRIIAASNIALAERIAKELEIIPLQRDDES
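Elevated IP1 in lysates lowers TR-FRET signal (665/620 ratio and 620 channel reported). Cells were CHO-M1, given carbachol (50 uM as added) plus 50mM LiCl, pH 7.4, 30 min, 37C; compounds titrated up to 46 uM; AC50 by Hill equation.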
12-hLO inh: qHTS Assay for Inhibitors of 12-hLO (12-human lipoxygenase); Polyunsaturated fatty acid lipoxygenase ALOX12 (Homo sapiens), P18054; purified 12-hLO, xylenol orange hydroperoxide absorbance; Potency, µM (titrated, usually from 57.1 µM), inactives show at the top dose activity change, negative = inhibition, actives largely listed as inhibitors; 150,000 compounds, 0.12% hits; further: potency means the concentration at half of the fitted maximal effect; nearly all actives have a fitted effect of over 55% in size; many of its hits are not listed in these tables
Target sequence (P18054 whole entry, looked up): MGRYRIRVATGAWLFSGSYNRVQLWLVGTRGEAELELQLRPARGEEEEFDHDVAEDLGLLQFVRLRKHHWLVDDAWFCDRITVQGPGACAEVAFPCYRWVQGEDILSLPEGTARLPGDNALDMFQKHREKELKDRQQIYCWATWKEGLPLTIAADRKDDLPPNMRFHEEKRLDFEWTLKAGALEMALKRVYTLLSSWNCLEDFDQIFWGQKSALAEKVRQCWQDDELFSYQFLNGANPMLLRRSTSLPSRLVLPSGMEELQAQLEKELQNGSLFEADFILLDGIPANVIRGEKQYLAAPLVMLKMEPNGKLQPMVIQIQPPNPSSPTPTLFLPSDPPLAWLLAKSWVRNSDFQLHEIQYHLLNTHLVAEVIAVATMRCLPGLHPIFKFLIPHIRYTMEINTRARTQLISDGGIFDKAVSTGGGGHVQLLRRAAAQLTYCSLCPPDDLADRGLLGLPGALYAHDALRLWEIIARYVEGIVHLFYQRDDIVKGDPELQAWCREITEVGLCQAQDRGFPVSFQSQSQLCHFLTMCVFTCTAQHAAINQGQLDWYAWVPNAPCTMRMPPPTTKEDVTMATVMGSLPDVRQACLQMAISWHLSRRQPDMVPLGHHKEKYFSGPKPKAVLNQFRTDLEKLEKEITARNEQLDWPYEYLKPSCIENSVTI
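150 nM 12hLO, 25 mM Hepes pH 7.0 + 0.01% Triton X-100; cpd preinc 15 min RT; 40 uM arachidonic acid, 30 min RT; Fe-XO 30 min; A573/A405 ratio as read-out.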
Active calls of the source: *; ? = inconclusive; . = not tested or not shown; [ ] = another dose, or the depositor's remark. Unless noted, the call rests on the fitted dose curve; in most records, active means well fitted curve in the direction sought with a large enough effect; inconclusive means small, poorly fitted or top-dose-only effect, or another doubt; inactive means no such curve, though single readings can be large; an effect the other way counts as inactive or inconclusive. Unless noted, on the % scale 0 is the no-effect control and ±100 the full control effect. An excerpt (hit frequency here may not be typical).

The first 13 entries, to show the layout:
1: O=C(c1cc2c(ccc3ccccc32)o1)N1CCN(c2ncc(C(F)(F)F)cc2Cl)CC1
2: CCn1c(SCC(=O)NC2CCCc3ccccc32)nnc1-c1ccncc1 (stereo not given)
3: CCn1c(=O)c(C(=O)NCCc2ccccc2)c(O)c2ccccc21
4: CCC(NC(=O)Cn1cnc2c(=O)n(C)c(=O)n(C)c21)c1ccccc1 (stereo not given)
5: N#Cc1c(SCC(=O)O)nc(N2CCCCC2)c2c1CCCC2
6: O=C(NC1(C(F)(F)F)NC(=O)N(C2CCCC2)C1=O)C1CC1 (stereo not given)
7: COc1ccc(S(=O)(=O)N=C2C=C(C)C(=O)C(C)=C2)cc1
8: Cc1ccc2c(CC(=O)OCC(=O)Nc3ccc(Cl)cn3)coc2c1
9: Cn1c(CNc2ccccc2)cc(=O)n(C)c1=O
10: Cc1cc(C(=O)COC(=O)c2ccc(N)c([N+](=O)[O-])c2)c(C)n1-c1ccc2c(c1)OCO2
11: O=C(NCCc1ccccc1)C1CCN(S(=O)(=O)c2ccc(-c3nn[nH]n3)cc2)CC1
12: C=CCN1C(=O)CSC1=Nc1ccc(O)cc1
Assay by compound,1,2,3,4,5,6,7,8,9,10,11,12
PNC inhibitor,-23,-12,?,239,-1,0,18,-3,17,?,?,-18
15-hLO-2 inh,-2%,.,4%,.,-7%,2%,-26%,.,5%,.,-8%,-3%
IMPase inh,0,-4,-2,4,-10,-2,5,.,-2,.,11,1
12-hLO inh,0%,-1%,-5%,2%,-3%,5%,-16%,-9%,-12%,-5%,4%,-4%

13: Cc1cccc(CN2CCN(CC(=O)N3CCCC3)C2=O)c1
Assay by compound,13
PNC inhibitor,?
15-hLO-2 inh,2%
IMPase inh,-8
12-hLO inh,-5%

All compounds of this part, repeating the preview:
1: O=C(c1cc2c(ccc3ccccc32)o1)N1CCN(c2ncc(C(F)(F)F)cc2Cl)CC1
2: CCn1c(SCC(=O)NC2CCCc3ccccc32)nnc1-c1ccncc1 (stereo not given)
3: CCn1c(=O)c(C(=O)NCCc2ccccc2)c(O)c2ccccc21
4: CCC(NC(=O)Cn1cnc2c(=O)n(C)c(=O)n(C)c21)c1ccccc1 (stereo not given)
5: N#Cc1c(SCC(=O)O)nc(N2CCCCC2)c2c1CCCC2
6: O=C(NC1(C(F)(F)F)NC(=O)N(C2CCCC2)C1=O)C1CC1 (stereo not given)
7: COc1ccc(S(=O)(=O)N=C2C=C(C)C(=O)C(C)=C2)cc1
8: Cc1ccc2c(CC(=O)OCC(=O)Nc3ccc(Cl)cn3)coc2c1
9: Cn1c(CNc2ccccc2)cc(=O)n(C)c1=O
10: Cc1cc(C(=O)COC(=O)c2ccc(N)c([N+](=O)[O-])c2)c(C)n1-c1ccc2c(c1)OCO2
Assay by compound,1,2,3,4,5,6,7,8,9,10
PNC inhibitor,-23,-12,?,239,-1,0,18,-3,17,?
15-hLO-2 inh,-2%,.,4%,.,-7%,2%,-26%,.,5%,.
IMPase inh,0,-4,-2,4,-10,-2,5,.,-2,.
12-hLO inh,0%,-1%,-5%,2%,-3%,5%,-16%,-9%,-12%,-5%

11: O=C(NCCc1ccccc1)C1CCN(S(=O)(=O)c2ccc(-c3nn[nH]n3)cc2)CC1
12: C=CCN1C(=O)CSC1=Nc1ccc(O)cc1
13: Cc1cccc(CN2CCN(CC(=O)N3CCCC3)C2=O)c1
14: CCCCOc1ccc(/C(O)=C2/C(=O)C(=O)N(CCN(C)C)C2c2ccc(O)c(OC)c2)cc1 (stereo not given)
15: CCCCn1c(=NC(=O)c2cccnc2)c(C(=O)OCC)cc2c(=O)n3ccccc3nc21
16: CCC(=O)N1CCc2cc(S(=O)(=O)NCCC(=O)Nc3cc(C)cc(C)c3)ccc21
17: Oc1ccc2c(c1)C1CCCC1(N1CCOCC1)O2 (stereo not given)
18: O=C1CSC2(C(=O)N3CCCc4cccc2c43)N1c1cccc(C(F)(F)F)c1 (stereo not given)
19: O=S(=O)(NCc1ccccn1)c1ccc(F)cc1
20: Cc1ccc(C(=O)Nc2cccc(-c3cnc4ccccc4n3)c2)cc1
Assay by compound,11,12,13,14,15,16,17,18,19,20
PNC inhibitor,?,-18,?,-7,19,?,-5,52,11,50
15-hLO-2 inh,-8%,-3%,2%,-7%,13%[2.29 µM],-1%,20%,.,7%,-9%
IMPase inh,11,1,-8,-2,-7,1,4,16,-11,5
12-hLO inh,4%,-4%,-5%,-7%,-2%,4%,-16%,3%,-3%,-3%

21: CC(=O)Oc1ccc(Cl)cc1/C=C/c1ccc2ccccc2n1
22: O=C1N(c2cccc3ccccc23)C(c2ccccc2)N2CCCN12 (stereo not given)
23: Cc1cc(C)nc(NN=C2CCCC2)n1
24: CCc1cc(C(c2ccc(F)cc2)N2CCOCC2)c(NC(=O)c2ccccc2)s1 (stereo not given)
25: CC(C)CC(=O)Nc1ccccc1N1CCN(C(=O)c2ccccc2)CC1
26: Cn1c(SCC(=O)NCc2ccc(F)cc2)nc2ccccc21
27: c1ccn2c(SCc3cn4ccsc4n3)nnc2c1
28: COc1ccc(NC(=O)c2ccc(-c3ccc([N+](=O)[O-])cc3)o2)cc1OC
29: C=CCn1c(=O)c2ccccc2n2c(SCC(=O)N3CCCc4ccccc43)nnc12
30: COc1ccccc1OCc1ccc(C(=O)NC(C)(C)C)o1
Assay by compound,21,22,23,24,25,26,27,28,29,30
PNC inhibitor,-4,80,-11,-9,-22,-5,?,22,-30,-18
15-hLO-2 inh,.,.,.,9%,-3%,-8%,-8%[11.4 µM],.,-5%,0%
IMPase inh,-23,.,0,18,3,-16,-2[1.84 µM],.,-1,4
12-hLO inh,-2%,0%,4%,-9%,-1%,-3%,1%,-3%,-1%,-9%

31: CCC(=O)Nc1ccc2c(c1)C(=O)c1ccccc1C2=O
32: Cc1[nH]nc2nc(SCC(=O)NCC3CCCO3)n(-c3ccc(Br)cc3)c(=N)c12 (stereo not given)
33: COc1ccc2cc3cc(C(=O)NCCN4CCc5ccccc5C4)oc3nc2c1
34: COc1ccccc1Cn1nnc2c(=O)[nH]c(C3CCN(C(=O)c4ccc(C)cc4)CC3)nc21
35: COc1ccc(N(C(=O)c2ccc(C)cc2)S(=O)(=O)c2cccs2)cc1
36: O=S(=O)(NCc1cc(-c2ccccc2)no1)c1ccc(Cl)cc1
37: O=[N+]([O-])c1ccc2nc(/C=C/c3ccc(Cl)cc3)[nH]c2c1
38: CC(C)C(NS(=O)(=O)c1cccc2nsnc12)C(=O)N1CCc2ccccc2C1 (stereo not given)
39: C=CCn1c(-c2ccccc2OC)n[nH]c1=S
40: CCCn1c(=O)c(C(=O)NCc2ccncc2)c(O)c2ccccc21
Assay by compound,31,32,33,34,35,36,37,38,39,40
PNC inhibitor,5,53,1,9,19,12,?,-19,15,30
15-hLO-2 inh,-6%,?,.,-1%,.,-9%,12%,-1%,.,27%
IMPase inh,-1,8,?,5,.,-5,5,4,.,-8
12-hLO inh,-4%,4%,3%,-15%,-3%,-4%,-13%,-6%,-1%,-28%

41: COc1cc2c(cc1OC)C(C)N(C(=O)c1cc3c(s1)-c1c(C)cccc1OC3)CC2 (stereo not given)
42: N#CC1=C(N)Nc2ncnn2C1c1ccc(F)cc1 (stereo not given)
43: COc1ccc(CCNC(=O)C2(C)CCC(=O)N2Cc2ccc3c(c2)OCO3)cc1OC (stereo not given)
44: c1ccc(OCCOc2ncnc3sccc23)cc1
45: CCCCOC(=O)CSc1nc(N)c(C#N)c(-c2ccc(OCC)cc2)c1C#N
46: CCOc1ccccc1N1Cc2ccccc2C1
47: COc1ccc(-c2csc3nc(-c4ccc(C)cc4)oc(=O)c23)cc1OC
48: O=c1c2ccccc2nc(SCc2cn3ccsc3n2)n1-c1ccccc1
49: CC(C)CNC(=O)NC1C(NC(=O)NCC(C)C)N(C)C(=O)N1C (stereo not given)
50: COc1ccc(COc2cc(-c3cccc(OC)c3)nc3ccc(NC(C)=O)cc23)cc1
Assay by compound,41,42,43,44,45,46,47,48,49,50
PNC inhibitor,-6,-17,-24,?,?,?,46,?,13,-8
15-hLO-2 inh,.,.,.,-3%,2%,?,.,6%,2%,27%[0.0915 µM]
IMPase inh,.,4,3,-9,?,6,-5,9,-4,.
12-hLO inh,-4%,-1%,-6%,4%,-1%,3%,1%,-1%,-2%,0%[0.00818 µM]

51: CNC(=O)CC1C(=O)N(Cc2ccccc2)C(=S)N1NC(=O)c1cccc(F)c1 (stereo not given)
52: CN1CCN(C(=O)CN(c2cccc(Cl)c2)S(=O)(=O)c2ccccc2)CC1
53: CCC(=O)Nc1ccccc1C(=O)NC1CCCCC1
54: O=C(NNC(=O)C1CCCCC1)C(=O)NC1CCCCC1
55: CC1C(C(=O)Nc2ccccc2)CCCC1(C)C(=O)O (stereo not given)
56: COc1ccc(-c2ccc(-c3noc(C)n3)c(OC)n2)cc1
57: O=C(Cc1ccccc1[N+](=O)[O-])NCc1ccc(Cl)cc1Cl
58: CCOC(=O)C(NC(=O)Nc1cccc(C)n1)(OCC(F)(F)F)C(F)(F)F (stereo not given)
59: CSc1nc(-c2ccc(Cl)cc2)nn1S(=O)(=O)c1ccc(Cl)cc1
60: COCCCN(C(=O)c1ccco1)c1nc(-c2cc(OC)ccc2OC)cs1
Assay by compound,51,52,53,54,55,56,57,58,59,60
PNC inhibitor,-2,15,?,-13,?,55,-1,10,8,?
15-hLO-2 inh,.,15%,3%,5%,5%,2%,.,11%,.,5%
IMPase inh,.,15,-9,-4,0,-6,9,?,-7,5
12-hLO inh,0%,-3%,1%,-4%,-6%,2%,5%,-1%,-3%,3%

61: CC(C)C(=O)Nc1cccc(C(=O)OCC(=O)c2ccc(Cl)cc2Cl)c1
62: O=C(O)CCC(=O)Nc1nc(-c2ccccc2)cs1
63: C=CCOc1ccccc1C1NC(=O)NC(C)=C1C(=O)NCc1ccccc1 (stereo not given)
64: S=c1[nH]nc(-c2ccccc2)n1C1C=CCCC1 (stereo not given)
65: COC(=O)c1cc(=O)n(Cc2cccs2)c(=NCc2cccs2)s1
66: Clc1cc(Cl)c(OCc2nc(-c3ccccn3)no2)cc1Cl
67: CN1C[C@@H]2C(c3ccc(C(F)(F)F)cc3)C3(c4cccnc4)CC2(C3)[C@H]1c1ccccc1 (stereo not given in full)
68: CCC(=O)N1CCN(c2ccccc2NC(=O)COc2cc(C)ccc2C(C)C)CC1
69: Cc1ccc2ccccc2[n+]1CCCS(=O)(=O)[O-]
70: CC(C)CCOc1ccc(C(=O)NCCC(=O)N2CCOCC2)cc1
Assay by compound,61,62,63,64,65,66,67,68,69,70
PNC inhibitor,0,3,-1,-19,12,7,.,?,48,-7
15-hLO-2 inh,0%,-2%,0%,5%,-7%,-3%,1%,-1%,4%,-2%
IMPase inh,3,-7,-4,-11,-4,-1,.,3,6,3
12-hLO inh,-11%,-7%,-3%,-2%,-4%,-8%,4%,-5%,-4%,-1%
